# LDHA block – qHTS assay for inhibitors of human lactate dehydrogenase; L-lactate dehydrogenase A chain (Homo sapiens), P00338; purified LDHA, NADH/diaphorase-resazurin fluorescence; stronger effect = lower value; activity change, % (values are at about 110 or 230 µM); hit rate 0.15% among 480,000; in the data active means activity change below about -30%;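 further: plate controls were DMSO wells for no effect and wells without enzyme for full effect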
#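 Enzyme activity of human lactate dehydrogenase 5 (2 nM; 0.06 mM NADH, 0.2 mM pyruvate, 5 min, RT) is measured via a resazurin/diaphorase fluorescence readout of residual NADH.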
# * = called active by the depositor.
compound	LDHA block
Cc1nn(-c2ccc(F)cc2F)c2c1C(C(=O)c1ccc(C(C)C)cc1)CC(=O)N2 (configuration not stated)	5
O=C(O)c1ccc(-c2ccc(Cl)c(Cl)c2)cc1F	-1
COC(=O)c1ccc(OC(=O)c2cc(Cl)ccc2Cl)cc1	4
Cc1ccccc1/C=C(\C#N)c1nc2ccccc2[nH]1	-1
CCn1c(CCNC(=O)c2ccccc2F)nnc1SCC(=O)N1CCc2ccccc21	-17
O=C(Nc1cc(Cl)ccc1F)C12CC3CC(CC(C3)C1)C2	-6
Cc1c(CCl)cc(C(=O)O)cc1CCl	2
CN(C)CCCNc1nc(-c2ccco2)c2c(c1C#N)CCCC2	13
CS(=O)(=O)N1CCCC(C(=O)Nc2ccc(SC3CCCC3)cc2)C1 (configuration not stated)	4
Cc1ccc(Sc2ccc(F)cc2)nc1	10

# Look-ups from the list.
# CN(C)CCCNc1nc(-c2ccco2)c2c(c1C#N)CCCC2 in LDHA block reads 13
# O=C(O)c1ccc(-c2ccc(Cl)c(Cl)c2)cc1F in LDHA block reads -1
# CS(=O)(=O)N1CCCC(C(=O)Nc2ccc(SC3CCCC3)cc2)C1 (configuration not stated) in LDHA block reads 4
# COC(=O)c1ccc(OC(=O)c2cc(Cl)ccc2Cl)cc1 in LDHA block reads 4
# O=C(Nc1cc(Cl)ccc1F)C12CC3CC(CC(C3)C1)C2 in LDHA block reads -6
# CCn1c(CCNC(=O)c2ccccc2F)nnc1SCC(=O)N1CCc2ccccc21 in LDHA block reads -17

# (next part)
compound	LDHA block
CC1CCN(S(=O)(=O)c2ccc3c(ccc(=O)n3CC(=O)NCc3ccccn3)c2)CC1	2
CC(C)(C)NC(=O)CSc1ncc(-c2ccc(Cl)cc2)o1	-2
Cc1cc(C)c2oc(C(=O)Nc3cccnc3)cc(=O)c2c1	-5
N#Cc1ccc(C(=O)N(Cc2cccs2)C2CC2)cc1	2
CCn1nc(C(=O)Nc2ccc(OCC(N)=O)cc2)c2ccccc2c1=O	4
CN(C)S(=O)(=O)N(CC(=O)Nc1ccc(F)cc1F)c1ccccc1	1
COc1ccc(C(C(=O)NC2CCCC2)n2c(CSCCOc3ccccc3)nc3ccccc32)cc1 (configuration not stated)	-8
CCOC(=O)c1cc2ccccc2n1C1CCN(C)CC1	-11
CCOC(=O)c1ccoc1COC(=O)c1[nH]c(C)c(C(=O)OC)c1C	-19
O=C(NCCCc1ccccc1)C12CC3CC(CC(C3)C1)C2	8
COc1cccc(NC(=O)Cn2cnc3onc(-c4ccccc4F)c3c2=O)c1	4
CCCc1nc(N2CCN(CC(=O)N3CCCC3)CC2)c(C#N)c2c1CCC2	0
O=C(O)CNc1ccccc1	5
Cc1cc(C)n2nc(C(=O)Nc3cccc(Cl)c3C)nc2n1	-9
COc1cc(NC(=O)CCc2c(C)c3ccc(O)cc3oc2=O)cc(OC)c1	9
O=C(CNC(=O)c1cc(F)cc(F)c1)NCCN1CCc2ccccc2C1	-2
Fc1ccc(-c2ccc(CNCC3CCNCC3)o2)cc1Cl	10
Cc1c(O)ccc2c(CN(C)CC(=O)Nc3ccc(Cl)cc3)cc(=O)oc12	10
COc1ccccc1C(=O)Nc1ccc(OCC(=O)NCc2cccs2)cc1	-7
Cc1nc(-c2ccc(OC(F)(F)F)cc2)sc1C(=O)N1CCC2(CC1)OCCO2	-7

# Three of the compounds above, with each value named:
structure: Cc1c(O)ccc2c(CN(C)CC(=O)Nc3ccc(Cl)cc3)cc(=O)oc12
  LDHA block: 10

structure: COC(=O)c1ccc(OC(=O)c2cc(Cl)ccc2Cl)cc1
  LDHA block: 4

structure: COc1cccc(NC(=O)Cn2cnc3onc(-c4ccccc4F)c3c2=O)c1
  LDHA block: 4

# New compounds follow
compound	LDHA block
O=C(O)c1c(-c2ccccc2)no[n+]1[O-]	-7
COc1ccccc1Nc1nc(-c2ccc3c(c2)CCC(=O)N3)cs1	-31*
COc1ccc(NC(=O)N(Cc2nnc3n2CCCCC3)c2ccc3c(c2)OCO3)cc1	-1
Clc1cccc(Nc2nc3nonc3nc2N2CCCCC2)c1	7
O=C1COc2ccccc2C(c2nc3ccccc3[nH]2)N1Cc1ccccc1 (configuration not stated)	-2
Cc1cc(NCc2cccnc2)n2ncc(-c3ccccc3)c2n1	6
O=C(CCc1ncc(-c2ccc(F)cc2F)o1)Nc1ccc(Cl)cc1Cl	4
Cc1cc2oc(=O)cc(CN3CCCC(C)C3)c2cc1C (configuration not stated)	9
CCS(=O)(=O)N(Cc1ccc(C)cc1)c1c(C)n(C)n(-c2ccccc2)c1=O	-23
O=C(O)CS/C(=C/c1ccc2ccccc2c1)c1nc2ccccc2s1	17
CN(C)CCCNc1oc(/C=C/c2cccs2)nc1C#N	-7
O=C(CCSc1nc(Cl)nc2nc[nH]c12)NCc1cccc(Cl)c1	-5
Cc1ccc(S(=O)(=O)/N=C/c2cccs2)cc1	-15
COc1cc(N2CC(C(=O)O)CC2=O)cc(OC)c1OC (configuration not stated)	9
CC(Nc1ccc(N2CCOCC2)cc1)c1nc2scc(-c3cccs3)c2c(=O)[nH]1 (configuration not stated)	12
CCCn1c(SCC(=O)Nc2ccc(F)c(F)c2)nc(O)cc1=O	-15
CCCCCNC(=O)Cc1c[nH]c2ccccc12	5
O=C(CCCOc1ccccc1)OCC(=O)c1ccc(F)c(F)c1	3
CC1=C/C(=N\NC(=O)C2CC2)CC1	5
O=C(NCCCCc1ccccc1)c1cc(=O)[nH]c2ccccc12	4
Cc1cc(NC(=O)c2ccc(Cl)o2)no1	3
Cc1ccc(S(=O)(=O)Nc2cccc(C(N)=O)c2)cc1F	-16
CSc1ccc(/C=C/C(=O)c2ccc(Cl)c(Cl)c2Cl)cc1	7
CCOCCn1c(CN2CCN(Cc3ccccc3)CC2)nc2c1c(=O)[nH]c(=O)n2C	3
COC(CN(C)C(=S)NCC(=O)O)OC	-4
N#Cc1nc(/C=C/c2ccccc2)oc1N1CCCCC1	8
CCn1c2c(c(=O)[nH]c1=O)C(c1cccc(F)c1)C1=C(COC1=O)N2 (configuration not stated)	4
CCCCn1nc(C(=O)NC(C)c2ccc3c(c2)OCCO3)c2ccccc2c1=O (configuration not stated)	10
COC(=O)C(C)Oc1ccc2c(C)c(-c3ccc(OC)cc3)c(=O)oc2c1 (configuration not stated)	15
Fc1ccc(-c2nc(COc3ccc(Oc4ccccn4)cc3)co2)cc1	2

# The list goes on.
smiles | LDHA block
O=C(Cn1cnc2ccccc2c1=O)N(Cc1cccs1)c1ccc2c(c1)OCCO2 | -8
CCOc1cc(C(c2c(C)[nH]c3ccccc23)c2c(C)[nH]c3ccccc23)ccc1O | 18
COc1cccc(C(=O)Nc2oc3ccccc3c(=O)c2-c2ccc3c(c2)OCO3)c1 | -8
Cc1ccc(-c2c(NC(=O)CN3CCN(CCO)CC3)oc3ccccc3c2=O)cc1 | -23
Cc1ccc(NC(=O)Cc2nc(-c3c(N)n(CC(C)C)c(=O)n(C)c3=O)cs2)cc1 | -6
COc1ccc(C(C(=O)c2ccccc2)c2ccccc2)cc1 (configuration not stated) | 1
CCCN(C(=O)Cn1nc(Cc2ccncc2)c2ccccc2c1=O)c1ccc(CC)cc1 | 1
COC(=O)COc1ccc2c(=O)c(-c3csc(C)n3)coc2c1 | -1
COCC(=O)N1CCN(c2oc(-c3ccc(C)cc3)nc2S(=O)(=O)c2ccc(F)cc2)CC1 | -36*
O=C(Nc1ccccc1OC(F)F)C1=NN(C2CCS(=O)(=O)C2)C(=O)CC1 (configuration not stated) | -2
CCn1c(-c2ccccc2)cc2ccccc21 | -6
N#Cc1cnc2ccc(F)cc2c1Nc1cccc(C(F)(F)F)c1 | 12
CCCC(C)NC(=O)c1ccc(N(C)C)cc1 (configuration not stated) | 6
COc1ccc(C2c3ccccc3Oc3ncn(CCN4CCOCC4)c(=N)c32)cc1OC (configuration not stated) | 10
CCOC(CNC(=O)c1ccc2c(c1)ncn2-c1cccc(C)c1)OCC | -5
O=c1oc2ccccc2c(NCc2ccccc2)c1NS(=O)(=O)c1ccc(F)cc1 | -6
COc1ccc(-c2cc(OC(=O)c3cccc(Br)c3)c3c(C)oc(C)c3c(=O)c2)cc1 | -16
Cc1ccccc1CSc1nc2c(=O)n(C)c(=O)n(C)c2n1C | -4
CC1(C)CC(=O)C(/C=N/C(N)=O)=C(O)C1 | -10
CC(=O)c1cn(CC(=O)N2CCC(C(N)=O)CC2)c2ccccc12 | -5
CCn1nc(C(=O)NC2CCN(Cc3ccccc3)C2)c2ccccc2c1=O (configuration not stated) | -1
Cc1ccc(NC(=O)CCNC(=O)C2CCCC2)cc1 | 2
Cc1sc(NC(=O)c2ccc3c(c2)OCO3)c(C#N)c1C | -4
Cc1ccc(CS(=O)Cc2c(F)cccc2Cl)cc1 (configuration not stated) | 3
COc1ccc(NC(=O)CSc2nc(Cl)nc3nc[nH]c23)cc1 | -22

# Another view of four compounds above.
canonical_smiles: Cc1ccc(-c2c(NC(=O)CN3CCN(CCO)CC3)oc3ccccc3c2=O)cc1
- LDHA block: -23
canonical_smiles: COc1ccc(C(C(=O)c2ccccc2)c2ccccc2)cc1 (configuration not stated)
- LDHA block: 1
canonical_smiles: N#Cc1cnc2ccc(F)cc2c1Nc1cccc(C(F)(F)F)c1
- LDHA block: 12
canonical_smiles: Cc1ccc(CS(=O)Cc2c(F)cccc2Cl)cc1 (configuration not stated)
- LDHA block: 3

# The list goes on:
smiles | LDHA block
CCOC(=O)CC1(C)N(S(=O)(=O)c2ccc(C)cc2)c2ccccc2N1S(=O)(=O)c1ccc(C)cc1 | -7
CNC(=O)NC(=O)CN(C1CCCC1)C1CCCC1 | 4
C=CCOc1ccc2c(=O)c(-c3ccc(OC)c(OC)c3)c(C(F)(F)F)oc2c1 | 6
O=C(CSc1nc(-c2ccccc2F)nc2cc(=O)[nH]n12)N1CCc2ccccc21 | 12
CCC(C)(Nc1ccc(OC)c(OC)c1)c1nnnn1-c1c(C)cccc1C (configuration not stated) | 13
O=C(CSc1nnc(-c2ccc3c(c2)OCO3)o1)NC1CCCC1 | 2
CCN(C(=O)C1CCCCC1)C1CC1 | 6
COc1cccc(CN(C)CC(=O)Nc2cc(C)nn2-c2ccccc2C)c1 | 7
CC[C@@H]1Cc2[nH][nH]c(=O)c2[C@@H](c2ccc(Cl)cc2)O1 | 1
O=C(O)c1ccc2[nH]ncc2c1 | -6
CCn1cnc2c1c(=O)n(CC(=O)Nc1cccc(OC)c1)c(=O)n2Cc1ccccc1 | 2
O=C(CC1C(=O)N(C2CCCC2)c2nc3ccccc3n21)Nc1ccc2c(c1)OCO2 (configuration not stated) | 8
O=C(c1cc(=O)c2ccccc2o1)N1CCC(Cc2ccccc2)CC1 | 4
CCOC(=O)N1CCN(Cc2cc(=O)oc3cc(C)ccc23)CC1 | 0
CC(C)CC(C(=O)NC1CCN(Cc2ccccc2)CC1)N1Cc2ccccc2C1=O (configuration not stated) | -5
C/C(=N/NC(=S)NC(C)C)c1ccc(C2CCCCC2)cc1 | 1
O=C(NC1CC1)C(NCc1cccc(Cl)c1)c1ccc(F)cc1 (configuration not stated) | 2
O=C(/C=C/c1ccccc1)N(Cc1ccc2[nH]ccc2c1)C1CC1 | 2
CCOc1ccc(CN(C)S(=O)(=O)c2cnn(C)c2)cc1OC | 6
COc1cc(Cl)c(C)cc1NC(=O)c1nc2ccccc2nc1N1CCCC1 | -3
CC1(C)C2CCC1(C)C(NC(=O)C1CCC1)C2 (configuration not stated) | 0
N#CCSc1ccccc1C(=O)Nc1ccc2c(c1)CCC2 | -5
CCN(CC(=O)Nc1c(F)cccc1F)C(=O)C1CC(=O)N(Cc2ccccc2)C1 (configuration not stated) | -2
COc1ccc(CCNC(=O)C2CCCN(c3ccc4nnc(C(F)(F)F)n4n3)C2)cc1 (configuration not stated) | -3
CCCOC(=O)C(C)Oc1ccc2c(=O)c(Oc3ccccc3Cl)coc2c1 (configuration not stated) | -9
O=C(CCCSc1nccc(C(F)(F)F)n1)c1ccc(F)cc1 | 0
COc1cc(OC)cc(C(=O)NCCCNC(=O)c2nc3ccccc3c(=O)[nH]2)c1 | -1
C[C@@H](NC(=O)[C@@H]1CCCN1C(=O)[C@@H]1CCCN1C(=O)OC(C)(C)C)c1ccccc1 | 2
CC(=O)Nc1ccc(SC2CCCCCC2=O)cc1 (configuration not stated) | 9
O=C(OCc1cc2ccccc2[nH]c1=O)c1ccccc1F | -25
Cc1c(C)c2ccc(OCC(=O)Nc3ccc(CCO)cc3)cc2oc1=O | 0
CC(C)Cn1nc(C(=O)OCC(=O)Nc2ccc(OC(F)(F)F)cc2)c2ccccc2c1=O | 0

# 4 entries already listed, ordered by molecular weight, rising:
smiles | LDHA block
Cc1ccccc1CSc1nc2c(=O)n(C)c(=O)n(C)c2n1C | -4
CCOC(=O)c1ccoc1COC(=O)c1[nH]c(C)c(C(=O)OC)c1C | -19
Cc1c(C)c2ccc(OCC(=O)Nc3ccc(CCO)cc3)cc2oc1=O | 0
Cc1nn(-c2ccc(F)cc2F)c2c1C(C(=O)c1ccc(C(C)C)cc1)CC(=O)N2 (configuration not stated) | 5

# Not all compounds are listed, so the mix of outcomes need not match the whole.
